Arr AP2 block: inhibitors of beta-arrestin/AP2 binding, primary screen, biochemical, GPCR trafficking, flow cytometry; FITC-arrestin peptide / GST-AP2 beads; AP2 beta2 appendage carries R879A mutation; hit rate 0.31% among 340,000; inhibition, % at 10 µM; beta-arrestin 1 C-terminal peptide binding to AP2 beta2-adaptin appendage (human);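 active = inhibition above a set limit, near 3 SD of compounds lacking own fluorescence, cut at about 54% in these data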;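 also: plate controls were DMSO wells for no effect and 5 µM unlabelled arrestin peptide for full effect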
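System: GST-AP2 R879A glutathione beads | Also added: FITC-arrestin peptide, 50 nM | Times: 12 min plus 1 h, RT | Signal: Bead flow cytometry, FITC channel | Buffer or medium: PBS with 0.05% Tween 20 and 0.1% BSA | Read-out basis: Percent drop in bead-associated FITC signal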
C-LANA FP: inhibitors of KSHV C-LANA binding to DNA, primary screen, biochemical, fluorescence polarization, FAM-LBS DNA, MBP-C-LANA, single point. inhibition, % at 9 µM. hit rate 0.078% among 340,000. AID 504423, 2011;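 active = highest replicate inhibition at or above 60% at 9 µM, even if other replicates fall short; inactive = all replicates below 60% inhibition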;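 also: 0% = neutral control wells and 100% = 4 µM acridine orange control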
Keap1 Nrf2 FP: Keap1-Nrf2 protein-protein interaction inhibitors, primary screen, biochemical, fluorescence polarization, single point; Kelch-like ECH-associated protein 1 (Homo sapiens), Q14145; Keap1 Kelch-Nrf2 peptide fluorescence polarization, 1536-well; inhibition, % at 9.4 µM; AID 504523, 2011; hit rate 0.15% among 340,000; in the data active = inhibition above about 12%;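 also: human Keap1 Kelch domain with fluorescein labeled Nrf2 9mer peptide probe; 0% = neutral control wells and 100% = peptide positive control; higher means more block of Keap1 binding to Nrf2 peptide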
Pemphigus Ab inh: inhibitors of pemphigus antibody binding to DSG3, primary screen, biochemical, bead-based, flow cytometry, scFv-GFP; DSG3-coupled beads, scFv-anti-DSG3-GFP binding; hits give low values; AID 588358, 2011; binding (percent of control), % at 10 µM; hit rate 0.48% among 310,000; Desmoglein-3 (Homo sapiens), P32926;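 active = binding more than 3 SD below its plate's average and above zero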;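 also: hits lower antibody fragment binding to DSG3; some compounds called inactive have numbers as strong as hits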
NSD2 inh: NSD2 histone methyltransferase inhibitors, primary screen, biochemical, AlphaScreen, single concentration, set 2 | hit rate 0.54% among 310,000 | AID 743445, 2014 | NSD2 peptide methylation, 120 min | Histone-lysine N-methyltransferase NSD2 (Homo sapiens), O96028 | inhibition, % at 12.5 µM; in the data active = inhibition above about 50%
Target sequence (O96028 whole entry, looked up): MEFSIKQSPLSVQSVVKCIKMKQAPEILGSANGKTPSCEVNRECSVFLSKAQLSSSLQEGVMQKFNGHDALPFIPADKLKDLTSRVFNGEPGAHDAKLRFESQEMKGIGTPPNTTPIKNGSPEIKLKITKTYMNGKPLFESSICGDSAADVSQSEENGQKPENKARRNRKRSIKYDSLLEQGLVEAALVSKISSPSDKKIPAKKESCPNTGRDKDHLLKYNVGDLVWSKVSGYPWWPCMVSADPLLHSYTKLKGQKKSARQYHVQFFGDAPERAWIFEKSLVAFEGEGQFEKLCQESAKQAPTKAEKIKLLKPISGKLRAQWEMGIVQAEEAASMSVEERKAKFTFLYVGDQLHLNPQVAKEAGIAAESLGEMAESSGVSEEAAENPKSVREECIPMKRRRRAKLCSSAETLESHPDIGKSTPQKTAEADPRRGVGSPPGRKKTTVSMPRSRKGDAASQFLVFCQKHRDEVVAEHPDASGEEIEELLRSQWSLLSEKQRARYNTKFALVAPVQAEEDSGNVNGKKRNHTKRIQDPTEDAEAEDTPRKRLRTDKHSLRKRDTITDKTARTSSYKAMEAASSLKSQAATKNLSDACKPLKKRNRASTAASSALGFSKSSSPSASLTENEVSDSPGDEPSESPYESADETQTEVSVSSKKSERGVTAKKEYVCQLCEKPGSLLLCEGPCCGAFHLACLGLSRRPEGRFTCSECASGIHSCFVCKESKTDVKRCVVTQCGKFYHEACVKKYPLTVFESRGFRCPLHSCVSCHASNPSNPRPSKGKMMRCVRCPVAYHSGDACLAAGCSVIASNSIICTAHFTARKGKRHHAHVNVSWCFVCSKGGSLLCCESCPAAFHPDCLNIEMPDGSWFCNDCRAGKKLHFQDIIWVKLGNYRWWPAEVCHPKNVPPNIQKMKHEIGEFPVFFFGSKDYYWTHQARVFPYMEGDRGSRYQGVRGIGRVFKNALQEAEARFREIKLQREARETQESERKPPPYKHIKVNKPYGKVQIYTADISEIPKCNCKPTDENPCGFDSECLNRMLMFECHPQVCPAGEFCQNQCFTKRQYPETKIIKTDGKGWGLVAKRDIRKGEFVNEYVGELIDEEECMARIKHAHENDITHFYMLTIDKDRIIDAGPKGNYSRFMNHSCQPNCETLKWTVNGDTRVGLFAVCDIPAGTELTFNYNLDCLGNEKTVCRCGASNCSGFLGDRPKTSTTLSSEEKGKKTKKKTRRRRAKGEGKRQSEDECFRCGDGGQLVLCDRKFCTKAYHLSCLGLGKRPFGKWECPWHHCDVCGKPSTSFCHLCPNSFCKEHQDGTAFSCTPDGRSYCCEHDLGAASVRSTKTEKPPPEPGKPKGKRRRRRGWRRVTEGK
DAGLB inhibitor: DAGLB lipase inhibitors, primary screen, biochemical, fluorescence, HTS; Diacylglycerol lipase-beta (Homo sapiens), Q8NCG7; HEK293T DAGLB membrane lysate, EnzChek fluorogenic substrate; inhibition, % at 5.17 µM; hit rate 0.059% among 340,000; AID 504411, 2011; in the data active = inhibition above about 34%;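 also: 0% = enzyme with vehicle and 100% = wells lacking enzyme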
CAL PDZ FP-1: untagged CAL PDZ binding inhibitors, primary screen, biochemical, fluorescence polarization, HTS. Golgi-associated PDZ and coiled-coil motif-containing protein (Homo sapiens), Q9HD26. purified CAL PDZ, TMR-peptide fluorescence polarization, 1 h. inhibition, % at 24.9 µM. hit rate 0.92% among 300,000. AID 602252, 2012;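 active = mean inhibition of at least 30% with at least half of replicates also reaching 30%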;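 also: 0% = DMSO neutral control and 100% = excess unlabeled competitor peptide PRC23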
CAL PDZ FP-2: CAL PDZ peptide-binding inhibitors, primary screen, biochemical, fluorescence polarization, Cer-tagged CAL PDZ, HTS; Golgi-associated PDZ and coiled-coil motif-containing protein (Homo sapiens), Q9HD26; purified CAL PDZ, TMR-peptide fluorescence polarization, 1 h; inhibition, % at 20 µM; hit rate 0.02% among 330,000; AID 504414, 2011;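 active = highest replicate inhibition of at least 40%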;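 also: plate controls were DMSO neutral control wells for no effect and unlabeled competitor peptide control wells for full effect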
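material = purified tagged CAL PDZ domain construct (CerCALP) | buffer or medium = sodium phosphate/NaCl buffer pH 7.4 with TCEP, IgG, Thesit | reagent = TMR-labelled reporter peptide T*-PRC34 bound in PDZ groove | incubation = 1 h room-temperature incubation prior to read | measured by = fluorescence polarization (mP) | evaluation = percent inhibition from loss of millipolarization | control set = unlabelled peptide and DMSO controls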
Cardiac RTF inh: cardiac RTF calcium sensitivity inhibitors, primary screen, biochemical, IANBD-TnC fluorescence, EC70 calcium | IANBD-labeled cardiac RTF, Ca2+ fluorescence | inhibition, % at 7.15 µM | hit rate 0.12% among 340,000 | AID 493244, 2011 | Troponin I, cardiac muscle (Homo sapiens) + Troponin T, cardiac muscle (Homo sapiens) + …;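 active = inhibition above the mean inhibition of all tested compounds plus 3 SD, cut at about 17% in these data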;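 also: assay run at fixed EC70 calcium of 1.6 mM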
V-ATPase pHluor: regulators of yeast V-ATPase proton pumping, primary screen, pHLuorin cytosolic pH fluorescence. S. cerevisiae. response, % at 10 µM. hit rate 0.37% among 350,000. AID 504577, 2011; in the data active = response mostly above about 7.3%, no sharp cut-off; inactive = mostly below about 5.4%; also: actives read high; inactives centre near 0; some compounds called inactive have numbers as strong as hits
* hit, by the source's call; & = joins results of further samples. This is a subset (hit frequency here may not be typical).

Screening CS(=O)(=O)N1CCN(c2ccccc2F)CC1 returned Arr AP2 block 20, C-LANA FP -1.8, Keap1 Nrf2 FP 0, Pemphigus Ab inh 103, NSD2 inh 0, DAGLB inhibitor 3, CAL PDZ FP-1 -6 and Cardiac RTF inh -4.
Screening CCCCNC(=S)N(C)N=C1CCC(c2ccccc2)CC1 (configuration not stated) returned Arr AP2 block -12, C-LANA FP 0.1, Keap1 Nrf2 FP -8, Pemphigus Ab inh 101, NSD2 inh 0, DAGLB inhibitor -9, CAL PDZ FP-1 -3, CAL PDZ FP-2 -1.5, Cardiac RTF inh -11 and V-ATPase pHluor -2.
For NS(=O)(=O)c1ccc(N2CCN(C(=O)C3COc4ccccc4O3)CC2)nc1 (configuration not stated) the results were Arr AP2 block 32, C-LANA FP -1.2, Keap1 Nrf2 FP -1, Pemphigus Ab inh 101, NSD2 inh -2, DAGLB inhibitor -1, CAL PDZ FP-1 -3, CAL PDZ FP-2 -0.3, Cardiac RTF inh 0 and V-ATPase pHluor -2.
Screening COC(=O)C1CCN(C(=O)CN2C(=O)NC(CC(C)C)C2=O)CC1 (configuration not stated) returned Arr AP2 block 17, C-LANA FP 0.9, Keap1 Nrf2 FP 1, NSD2 inh -1, DAGLB inhibitor -2, CAL PDZ FP-2 -1.8, Cardiac RTF inh -1 and V-ATPase pHluor -2.
Screening CCC(C)NC(=O)CO/N=C/c1ccccc1OC(F)F (configuration not stated) returned Arr AP2 block 30, C-LANA FP 2.7, Keap1 Nrf2 FP -1, Pemphigus Ab inh 100, NSD2 inh 0, DAGLB inhibitor 0, CAL PDZ FP-1 0, CAL PDZ FP-2 -0.3, Cardiac RTF inh -7 and V-ATPase pHluor 0.
CC1(C)CC(NC(=O)c2cc(S(=O)(=O)N3CCOCC3)ccc2Cl)CC(C)(C)N1 was read as Arr AP2 block 31, C-LANA FP -0.2, Keap1 Nrf2 FP 1, Pemphigus Ab inh 98, NSD2 inh -1, DAGLB inhibitor -4, CAL PDZ FP-2 -0.7, Cardiac RTF inh 4 and V-ATPase pHluor -1.
`O=C(O)c1ccc(COc2ccccc2/C=C2\NC(=O)N(Cc3ccc(F)cc3)C2=O)cc1` gave Arr AP2 block 37, C-LANA FP -1.1, Keap1 Nrf2 FP 0, Pemphigus Ab inh 109, NSD2 inh 0, DAGLB inhibitor 5, CAL PDZ FP-1 3, CAL PDZ FP-2 -1.3, Cardiac RTF inh -9 and V-ATPase pHluor -1.
O=C(O)CCN1C(=O)c2ccc(NC(=O)c3ccco3)cc2C1=O was read as Arr AP2 block 1, C-LANA FP -1.1, Keap1 Nrf2 FP 2, NSD2 inh 1, DAGLB inhibitor -1, CAL PDZ FP-2 -1.7, Cardiac RTF inh -1 and V-ATPase pHluor 4.
Cc1ccc(/C=C/c2nnc(-c3cccc(C)c3)o2)cc1 was read as Arr AP2 block 1, C-LANA FP -0.2, Keap1 Nrf2 FP -3, Pemphigus Ab inh 81, NSD2 inh 0, DAGLB inhibitor -6, CAL PDZ FP-1 0, CAL PDZ FP-2 -0.4, Cardiac RTF inh -5 and V-ATPase pHluor -2.
For Cc1n(CC(O)COCc2ccccc2)c2ccccc2[n+]1C (configuration not stated) the results were Arr AP2 block 3, C-LANA FP -1.1, Keap1 Nrf2 FP -3, Pemphigus Ab inh 105, NSD2 inh -4, DAGLB inhibitor 1, CAL PDZ FP-2 -2.4, Cardiac RTF inh 1 and V-ATPase pHluor 4.
Screening S=C(c1ccccc1)N1CCN(c2ccccc2)CC1 returned Arr AP2 block 4, C-LANA FP 2.4, Keap1 Nrf2 FP 4, Pemphigus Ab inh 112, NSD2 inh 3, DAGLB inhibitor -12, CAL PDZ FP-1 -6, CAL PDZ FP-2 -0.7, Cardiac RTF inh 1 and V-ATPase pHluor 2.
For Cc1cccc(C(C)C)c1NC(=O)COC(=O)c1cccc(S(=O)(=O)N2CCc3ccccc3C2)c1 the results were Arr AP2 block -5, C-LANA FP -0.8, Keap1 Nrf2 FP -4, Pemphigus Ab inh 95, NSD2 inh 1, DAGLB inhibitor 9, CAL PDZ FP-2 0.4, Cardiac RTF inh -1 and V-ATPase pHluor 1.
`OCCN(CCO)CC(O)COc1ccc(Br)cc1` (configuration not stated) gave Arr AP2 block 1&6, C-LANA FP 4.3, Keap1 Nrf2 FP -3, Pemphigus Ab inh 108, NSD2 inh 4&-1, DAGLB inhibitor 1, CAL PDZ FP-1 5, CAL PDZ FP-2 -0.6, Cardiac RTF inh -5 and V-ATPase pHluor 4&1.
Screening O=C(Nc1ccc(Cl)cc1)Nc1nnc(SCc2ccc(Cl)cc2)s1 returned Arr AP2 block -7, C-LANA FP 1.7, Keap1 Nrf2 FP 4, Pemphigus Ab inh 99, NSD2 inh 1, DAGLB inhibitor 3, CAL PDZ FP-1 0, CAL PDZ FP-2 -1.7 and Cardiac RTF inh -16.
For CCOC(=O)c1c(-c2ccccc2)oc2ccc(OCC(=O)O)cc12 the results were Arr AP2 block -6, C-LANA FP 0.5, Keap1 Nrf2 FP -5, Pemphigus Ab inh 88, DAGLB inhibitor -1, CAL PDZ FP-1 -6, CAL PDZ FP-2 -3.4, Cardiac RTF inh 8 and V-ATPase pHluor -1.
For O=C(Nc1ccc(N2CCOCC2)c(S(=O)(=O)Nc2ccc(Cl)cc2)c1)c1ccc(=O)[nH]n1 the results were Arr AP2 block -3, C-LANA FP -0.2, Keap1 Nrf2 FP -4, Pemphigus Ab inh 100, NSD2 inh -1, DAGLB inhibitor 1, CAL PDZ FP-1 -2, CAL PDZ FP-2 -4.6, Cardiac RTF inh 0 and V-ATPase pHluor 4.
For Cn1c(CNc2ccc(Cl)cc2)nc2ccccc21 the results were Arr AP2 block 6, C-LANA FP -0.1, Keap1 Nrf2 FP 2, Pemphigus Ab inh 100, NSD2 inh 2, DAGLB inhibitor -5, CAL PDZ FP-2 -0.6, Cardiac RTF inh -2 and V-ATPase pHluor 5.
Screening CCc1cc2c(=O)c(-c3nc(C)cs3)coc2cc1OC(C)C(=O)NCCO (configuration not stated) returned Arr AP2 block 15, C-LANA FP 0.3, Keap1 Nrf2 FP 1, NSD2 inh 0, DAGLB inhibitor -5, CAL PDZ FP-1 0, CAL PDZ FP-2 -0.1, Cardiac RTF inh -11 and V-ATPase pHluor -1.
Screening O=C(Nc1ccnc(-c2ccncc2)n1)C1CC1 returned Arr AP2 block 1, C-LANA FP 0.8, Keap1 Nrf2 FP -1, Pemphigus Ab inh 105, NSD2 inh -2, DAGLB inhibitor 2, CAL PDZ FP-1 -5, CAL PDZ FP-2 -0.1, Cardiac RTF inh -16 and V-ATPase pHluor 2.
For CCOc1ccc2nc(SCc3ccccc3C#N)sc2c1 the results were Arr AP2 block -2, C-LANA FP -0.1, Keap1 Nrf2 FP 4, Pemphigus Ab inh 96, NSD2 inh 1, DAGLB inhibitor -10, CAL PDZ FP-1 -7, Cardiac RTF inh -1 and V-ATPase pHluor 0.
`CCOc1ccccc1NC(=O)COC(=O)c1cc(C(=O)OC)cc([N+](=O)[O-])c1` gave Arr AP2 block -6, C-LANA FP 0.3, Keap1 Nrf2 FP 0, Pemphigus Ab inh 92, NSD2 inh -4, DAGLB inhibitor 0, CAL PDZ FP-2 -1.3, Cardiac RTF inh -2 and V-ATPase pHluor 3.
Cc1nnc(NC(=O)C(C)Sc2nnc(-c3ccco3)n2C(C)C)s1 (configuration not stated) was read as Arr AP2 block 2, C-LANA FP 0.9, Keap1 Nrf2 FP 0, Pemphigus Ab inh 91, NSD2 inh -1, DAGLB inhibitor 2, CAL PDZ FP-1 -3, CAL PDZ FP-2 -1.1, Cardiac RTF inh -8 and V-ATPase pHluor 1.
Screening COc1cc(/C=C2\SC(=S)N(CCC(=O)Nc3ccccc3O)C2=O)cc(OC)c1OC returned Arr AP2 block -9, C-LANA FP 0.2, Keap1 Nrf2 FP -1, Pemphigus Ab inh 113, NSD2 inh -2, DAGLB inhibitor -2, CAL PDZ FP-1 0, CAL PDZ FP-2 1.3, Cardiac RTF inh -8 and V-ATPase pHluor 0.
`COCCCNC(=O)/C(C#N)=C/c1c(N2CCN(c3ccccc3)CC2)nc2ccccn2c1=O` gave Arr AP2 block 3, C-LANA FP 1.9, Keap1 Nrf2 FP -7, Pemphigus Ab inh 100, NSD2 inh 8, DAGLB inhibitor -2, CAL PDZ FP-1 0, CAL PDZ FP-2 -0.4, Cardiac RTF inh -4 and V-ATPase pHluor -5.
O=C(NCC1CCCO1)c1ccc(COc2ccc(Br)cc2)cc1 (configuration not stated) was read as Arr AP2 block 3, C-LANA FP -0.6, Keap1 Nrf2 FP -6, Pemphigus Ab inh 107, NSD2 inh -1, DAGLB inhibitor -4, CAL PDZ FP-1 4, CAL PDZ FP-2 -0.7, Cardiac RTF inh 13 and V-ATPase pHluor 5.
`COc1ccc(CNC(=O)CSc2nc3ccc(N)cc3s2)cc1` gave Arr AP2 block 6, C-LANA FP -0.4, Keap1 Nrf2 FP 1, Pemphigus Ab inh 102, NSD2 inh 6, DAGLB inhibitor -1, CAL PDZ FP-1 -6, CAL PDZ FP-2 -0.6, Cardiac RTF inh 1 and V-ATPase pHluor -1.

High-throughput results from PubChem BioAssay.
